# OX1R antag-1 – blocks the human orexin 1 receptor; OX1R-expressing cells, FRET antagonist read-out; inhibition, % at 6.6 µM; 1.8% of 330,000 active; AID 485270; in the data active means inhibition mostly above about 38%, no sharp cut-off; inactive means mostly below about 40%;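 further: 0% = agonist challenge alone and 100% = reference antagonist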
# Target sequence (O43613 whole entry, looked up): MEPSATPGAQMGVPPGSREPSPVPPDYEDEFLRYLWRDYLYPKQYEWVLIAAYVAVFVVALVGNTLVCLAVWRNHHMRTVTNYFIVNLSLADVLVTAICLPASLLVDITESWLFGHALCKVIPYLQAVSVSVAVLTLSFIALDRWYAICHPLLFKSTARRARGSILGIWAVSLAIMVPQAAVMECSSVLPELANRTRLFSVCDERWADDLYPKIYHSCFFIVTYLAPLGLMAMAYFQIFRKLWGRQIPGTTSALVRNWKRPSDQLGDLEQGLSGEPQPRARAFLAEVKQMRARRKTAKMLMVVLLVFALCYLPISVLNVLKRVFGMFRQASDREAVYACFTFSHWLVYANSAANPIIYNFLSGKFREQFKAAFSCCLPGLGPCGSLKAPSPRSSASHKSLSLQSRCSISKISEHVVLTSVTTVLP
# OX1R antag-2 – human HCRTR1 antagonism. O43613. CHO/OX1R cells, Fluo-8 calcium fluorescence, orexin A. inhibition, % at 5 µM. 0.43% of 330,000 active. AID 434989;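 active means inhibition above its plate's threshold, mean inhibition of all tested compounds on the plate plus 3 SD, cut at about 37% in these data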;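 further: 0% = orexin A challenge wells and 100% = SB-334867-A antagonist wells; not every result past the cut was called active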
# * = called active by the depositor.
SMILES | OX1R antag-1 | OX1R antag-2
CN1CCN(S(=O)(=O)c2cccc(C(=O)Nc3sc4c(c3-c3nc5ccccc5[nH]3)CCCC4)c2)CC1 | 45 | 6
O=C1CC(SC2=NCCS2)C(=O)N1c1cccc(Cl)c1Cl (centres undefined) | 17 | -14
CC1(C)CC(O)(CNCc2ccc3c(c2)OCO3)CCO1 (centres undefined) | 12 | -23
Oc1ccccc1-c1n[nH]c(=S)n1Cc1ccccc1 | 21 | -9
C[C@H](CO)N1C[C@H](C)[C@@H](CN(C)S(=O)(=O)c2ccccc2)Oc2c(NS(=O)(=O)c3cccs3)cccc2C1=O | 9 | -13
COCCn1c(-c2ccccc2)nc2c(c(=O)c3ccccc3n2C)c1=O | 21 | -29
Fc1ccc(-c2cnc[nH]2)cc1 | 21 | -8
CCn1ccnc1CN1CCN(CCC(C)C)C(CCO)C1 (centres undefined) | 6 | -25
COc1ccc(NC(=O)c2nn(C)c(C(=O)Nc3ccc(OC)cc3)c2[N+](=O)[O-])cc1 | 13 | -5
Fc1ccc(COc2ccc(/C=N/n3cnnc3)cc2)cc1 | 10 | -13
CC(C)(C)NC(=O)C(c1ccncc1)N(CC1CCCO1)C(=O)Cn1nnc(-c2ccc(F)cc2)n1 (centres undefined) | 5 | -34
Cc1cnc(-c2nnc(N(C)C(=O)c3cccnc3)s2)cn1 | 29 | 0
O=C(CCCl)Nc1nnc(SCC(=O)NC2CCCC2)s1 | 17 | -6
CC(CC(=O)Nc1ccc(F)cc1)S(=O)(=O)c1ccc2c(c1)NC(=O)CO2 (centres undefined) | 22 | -21
CCOc1cc(C(=O)OCc2cccc(OC)c2OC)ccc1OCC(=O)N1CCOCC1 | 9 | 1
Cc1[nH]nc2c1[C@@H](c1ccccc1[N+](=O)[O-])C(C#N)=C(N)O2 | 0 | -9
CC(C)OCCCNC(=O)C1CCC(CNS(=O)(=O)c2ccccc2)CC1 (centres undefined) | 11 | -12
CC(C(=O)N1CCOCCOCCOCC1)N1C(=O)c2ccccc2C1=O (centres undefined) | 6 | -6
CCOC(=O)c1nc(N/N=C/c2ccccc2)sc1Br | 35 | -17
COC(=O)CCNS(=O)(=O)c1ccc2nsnc2c1 | 63* | -13

SMILES | OX1R antag-1 | OX1R antag-2
COc1ccc(S(=O)(=O)NCC(c2ccc3c(c2)OCO3)N2CCN(C)CC2)cc1OC (centres undefined) | 11 | -5
O=C(Nc1ccccc1-c1nnn(CC(=O)N2CCCc3ccccc32)n1)c1ccc(Cl)cc1 | 5 | -19
C[C@H](CO)N1C[C@H](C)[C@@H](CN(C)C(=O)NC2CCCCC2)Oc2c(NC(=O)C3CCCCC3)cccc2C1=O | -3 | -28
Cc1ccc(NC(=O)c2noc3c2CC(C(C)(C)C)CC3)cc1 (centres undefined) | 9 | -12
COc1ccccc1CN1CCCC(C(=O)N2CCCCC2)C1 (centres undefined) | -3 | -15
CCNc1nc(NCC)n2c(SCC(=O)Nc3ccccc3Cl)nnc2n1 | 19 | -3
O=[N+]([O-])c1cccc(Nc2c([N+](=O)[O-])ccc3nonc23)c1 | -9 | -10
CCNC(=O)OCCC12CC3CC(CC(C3)C1)C2 | 14 | -16
CC(NC(=O)c1nn(C)c2c1CS(=O)(=O)c1ccccc1-2)c1ccccc1 (centres undefined) | -3 | -18
COCCN(Cc1ccccc1)C(=O)Cc1ccc(OC)c(S(=O)(=O)N2CCOCC2)c1 | 23 | -28
CC1CCCC(C)N1C(=O)CSc1nc2ncnc(N)c2[nH]1 (centres undefined) | 2 | -2
O=C(NC(=S)NCCCN1CCOCC1)c1cccc2ccccc12 | 7 | -16
Cc1cc(C)cc(NC(=O)C(OC(=O)Cn2cnc3c2c(=O)n(C)c(=O)n3C)c2ccccc2)c1 (centres undefined) | 26 | -42
CC(=O)N1CCOc2cc(S(=O)(=O)N3CCN(c4ccccc4)CC3)c(Cl)cc21 | 6 | -8
COc1cc(OC)cc(C(=O)Nn2cc(C(=O)Nc3ccc(F)cc3F)c3ccccc3c2=O)c1 | 23 | -2
O=C(NCCN1CCCCCC1)C1CCC(CNS(=O)(=O)c2cccc3cccnc23)CC1 (centres undefined) | 4 | -1
O=C(NC(NC1CCS(=O)(=O)C1)C(=O)c1cccs1)c1ccccc1 (centres undefined) | 14 | -28
O=C(CN(Cc1ccco1)C(=O)CNS(=O)(=O)c1ccc(F)cc1)NCc1ccccc1 | 14 | -19
Cc1c(NC(=O)OCc2ccccc2)c(=O)n(-c2ccccc2)n1C | 20 | 1
CCOC(=O)c1ccc(Nc2ccc([N+](=O)[O-])cn2)cc1 | 24 | 14

SMILES | OX1R antag-1 | OX1R antag-2
CCc1nc(N2CCN(C(=O)c3ccccc3)CC2)c(C#N)c2c1COC(C)(C)C2 | 41 | -38
CCOC(=O)N1CCN(C(=O)CN(c2ccccc2OC)S(=O)(=O)c2ccc(OC)cc2)CC1 | 28 | -26
Cn1c(=O)c2c(nc(Br)n2CCSc2ncccn2)n(C)c1=O | 8 | -29
O=C(NC1CCN(Cc2ccccc2)CC1)c1c(Cl)cccc1Cl | 10 | -14
CC(=O)N1c2c(cc(Br)cc2S(=O)(=O)N2CCN(c3ccccc3F)CC2)CC1C (centres undefined) | 27 | -25
Brc1ccc(/C=N/N2CCN(C3c4ccccc4-c4ccccc43)CC2)s1 | 6 | 5
CC1CN(c2ccccc2)C(=O)CS1 (centres undefined) | 2 | -18
CN(C)S(=O)(=O)c1ccc(Cl)c(NC(=O)C2CCN(S(=O)(=O)c3cccs3)CC2)c1 | 6 | -15
C=CCn1c(=O)c2ccccc2n2c(=S)[nH]nc12 | 7 | -32
COc1ccc(-c2c(-c3ccc4c(c3)OCO4)noc2C)cn1 | 17 | -23
Cc1cc(C(=O)O)sc1C | 6 | -1
CCOC(=O)c1c(C)[nH]c(C(=O)COC(=O)c2ccc([N+](=O)[O-])o2)c1C | 14 | -21
CN1C(=O)S/C(=C\c2ccccc2OCc2ccc(C(=O)O)cc2)C1=O | 32 | -9
CCOC(=O)c1cccc(NC(=O)c2ccco2)c1 | 14 | -31
O=C(NCc1ccccc1)C(c1cccnc1)N(C(=O)c1ccccn1)c1ccccc1F (centres undefined) | 10 | -25
CCOc1ccc(-n2c(Cc3cc(=O)[nH]c(=O)[nH]3)nnc2SCC(=O)NC2CCCC2)cc1 | 11 | -12
COc1ccc(NC(=O)c2cncn2-c2ccccc2)cc1 | 5 | 1
O=c1[nH]c(CN2CCc3ccccc3C2)nc2ccccc12 | 31 | 36
CN(C)c1ccc(/C=N/Nc2nncc3ccccc23)cc1 | 50 | -5
COc1ccc(OCc2nn3c(-c4ccco4)nnc3s2)cc1 | 9 | -5

SMILES | OX1R antag-1 | OX1R antag-2
Cc1csc(=Nc2ccccc2)n1CCO | 5 | -7
O=C(Nc1ccc(NC(=O)C2CC2)nc1)c1ccccc1F | 18 | -13
Cc1c(C=O)c2ccccc2n1CC(=O)NC(C)c1ccccc1 (centres undefined) | 28 | -19
O=C(CCS(=O)(=O)c1cccc2nsnc12)NCc1ccccc1 | 120* | -26
C#CCOCCOCCOCCNc1nc(N2CCN(C(=O)[C@H](CCCCN)n3cc([C@@H](N)CO)nn3)CC2)nc(N2CCN(C(=O)[C@H](Cc3ccc(O)cc3)n3cc([C@@H](N)CC(C)C)nn3)CC2)n1 | 22 | 8
O=c1c2ccccc2oc2ccc(Oc3ccccc3)cc12 | 35 | -18
Cc1nnc(SCC(=O)Nc2nccs2)[nH]c1=O | 18 | -14
O=C(O)Cc1ccc(NC(=S)Nc2cccc(Cl)c2Cl)cc1 | 13 | 11
CCCc1nnc(NC(=O)COC(=O)c2cc(C)nc3ccccc23)s1 | 19 | -17
O=C(O)CCC(=O)NNc1nc2ccccc2nc1-c1ccccc1 | 60 | -4
CCC(C)Sc1nc2c(cnn2-c2ccc(F)cc2)c(=O)[nH]1 (centres undefined) | 8 | -25
Cc1ccc(S(=O)(=O)NCCC(=O)Nc2ccc(C)c(Cl)c2)cc1C | 24 | -29
COc1ccc(OC)c2c1sc(=NC(=O)C1CC1)n2C | 10 | -25
COc1ccc(N2C(=O)C(CC(=O)Nc3ccccc3)N(CCc3ccc(OC)c(OC)c3)C2=O)cc1 (centres undefined) | 7 | -26
Nc1nc(SCc2ccc(Cl)cc2Cl)n[nH]1 | 5 | -19
CCN(Cc1ccccc1)S(=O)(=O)c1ccc2c(c1)NC(=O)CC(=O)N2 | 5 | -28
O=C(CCCn1c(=S)[nH]c2cc3c(cc2c1=O)OCO3)NCCc1ccccc1Cl | 20 | -26
O=C(NCCS(=O)(=O)N1CCN(c2ccccc2)CC1)C1CC1 | 1 | -30
CC1(C)CC(=O)N(CC(=O)O)c2ccccc2S1(=O)=O | 10 | -2
O=C(COC(=O)Cn1cnc2ccccc2c1=O)Nc1ccc(Cl)c(C(F)(F)F)c1 | 0 | -24

# Some of these compounds in order of their number in OX1R antag-2, falling:
SMILES | OX1R antag-1 | OX1R antag-2
Cc1nnc(SCC(=O)Nc2nccs2)[nH]c1=O | 18 | -14
COc1ccc(OC)c2c1sc(=NC(=O)C1CC1)n2C | 10 | -25
O=C(CCCn1c(=S)[nH]c2cc3c(cc2c1=O)OCO3)NCCc1ccccc1Cl | 20 | -26

# One compound at a time, from the list above:
# O=C(COC(=O)Cn1cnc2ccccc2c1=O)Nc1ccc(Cl)c(C(F)(F)F)c1 in the list: OX1R antag-1: 0; OX1R antag-2: -24
# O=C(O)CCC(=O)NNc1nc2ccccc2nc1-c1ccccc1 in the list: OX1R antag-1: 60; OX1R antag-2: -4

# Following part
# Results follow in this order: OX1R antag-1, OX1R antag-2
> CCOC(=O)N1CCC(NC(=O)c2cc(-c3ccc(F)cc3)[nH]c2C)CC1
  21, -27
> O=C(Cn1cnc2c(nnn2Cc2ccccc2)c1=O)NCc1ccccc1Cl
  20, -12
> NC(=O)c1cc(S(=O)(=O)NCc2ccccc2)cs1
  15, 4
> O=C(CCCCCCCC(=O)c1ccccc1)c1ccccc1
  20, -22
> COc1cc(OC)c(OC)cc1CNC(=O)c1ccc(S(=O)(=O)N2CCCCC2)cc1
  10, -15
> CC1CCN(C(=O)COC(=O)CSc2ccc(C(N)=O)cc2[N+](=O)[O-])CC1
  63*, -18
> CCCn1c(N)c(C(=O)CSc2nnc(C3CC3)n2C2CC2)c(=O)[nH]c1=O
  1, -2
> C=CCn1c(SCC(=O)NC2CCS(=O)(=O)C2)nc2scc(C3CC3)c2c1=O (centres undefined)
  33, -13
> COc1cccc(OCc2nn[nH]n2)c1
  15, 2
> COc1ccc2[nH]cc(/C=C(/C#N)S(=O)(=O)c3ccccc3)c2c1
  27, 32
> CSc1cccc(NC(=O)C2CCCN2S(=O)(=O)c2ccc(Br)s2)c1 (centres undefined)
  89*, 98*
> CSc1ccccc1NC(=O)CSc1nncs1
  9, -6
> COc1ccc(N2CCN(C(=O)c3ccc(C)cc3Cl)CC2)cc1
  9, 9
> CCn1cc(C(=O)NCCC(=O)OC)c(=O)c2cc3c(cc21)OCO3
  4, -1
> CCOn1c(=O)c(-c2ccc(C)cc2)[n+]([O-])c2ccccc21
  33, -6
> C=C(CC)C(=O)c1ccc(OCC(=O)O)c(Cl)c1Cl
  10, -10
> Cc1cc2c(c(=O)o1)C(Cc1ccccc1)C(C#N)=C(N)O2 (centres undefined)
  12, -16
> COc1ccc(CNC(=O)[C@]2(C)CCC[C@@]3(C)C4CC[C@@]5(C)C[C@]4(CCC32)CC5=O)cc1 (some centres undefined)
  -5, -20
> C=C1c2cc3c(cc2NC(=S)N1Cc1ccccc1)OCO3
  4, -30
> NNc1cc([N+](=O)[O-])cc2c1C(=O)N(Cc1ccccc1)S2=O (centres undefined)
  28, 3

# Results follow in this order: OX1R antag-1, OX1R antag-2
> COc1ccc(C(=O)/C=C/N2CCCCC2)cc1OC
  1, -18
> Cc1ccc(NCc2nnc(SCC(=O)NCc3ccco3)n2CC2CCCO2)cc1Cl (centres undefined)
  11, -40
> O=C(N/C(=C\c1cn(-c2ccccc2)nc1-c1ccc(Cl)cc1)C(=O)N1CCOCC1)c1ccccc1
  6, -9
> Cc1csc(N(C(=O)CCNC(=O)c2ccc([N+](=O)[O-])cc2)c2ccccc2)n1
  29, -29
> Cc1cc(C(=O)NC2CCCN(Cc3ccc(Cl)cc3)C2)no1 (centres undefined)
  8, -16
> O=C(NCC1CCCO1)C1c2ccccc2C(=O)N1C1CCCCCC1 (centres undefined)
  4, -21
> Cc1cccc(-n2c(-c3ccncc3)n[nH]c2=S)c1
  11, -15
> CC(NC(=O)CCn1c(=S)[nH]c2ccsc2c1=O)c1ccccc1 (centres undefined)
  9, -11
> Oc1ccc(C[C@H]2CNCCN2CC2(c3ccccc3)CC2)cc1
  11, -10
> O=C(Cc1ccccc1)NC1CCN(S(=O)(=O)c2cccc(F)c2)CC1
  8, -12
> COc1cc(CNC(=O)c2cccc(COc3ccc(Cl)cc3)c2)cc(OC)c1
  22, -12
> CC1=NN(c2ccc(S(=O)(=O)O)cc2C)C(=O)C1
  13, 0
> NS(=O)(=O)c1ccc(CCNC(=O)CNC(=O)Cc2cccc3ccccc23)cc1
  4, -22
> CCc1nnc(NC(=O)CCC(=O)N2CCN(c3ccccn3)CC2)s1
  0, -15
> Cc1cc(NC(=O)CSc2ncccc2C(=O)O)no1
  12, -10
> Cc1cc(C)c(NC(=O)COC(=O)c2c(C)noc2C)c(Cl)c1
  3, -17
> COc1ccccc1CCC(=O)Nc1ccc(OC)c(S(=O)(=O)N2CCOCC2)c1
  7, -3
> O=C(c1cc(C(=O)N2CCOCC2)c2nc3ccccc3n2c1)c1ccccc1O
  20, -19

# Printed as active in OX1R antag-1 (from the list above):
# Results follow in this order: OX1R antag-1, OX1R antag-2
> COC(=O)CCNS(=O)(=O)c1ccc2nsnc2c1
  63*, -13
> O=C(CCS(=O)(=O)c1cccc2nsnc12)NCc1ccccc1
  120*, -26
> CC1CCN(C(=O)COC(=O)CSc2ccc(C(N)=O)cc2[N+](=O)[O-])CC1
  63*, -18
> CSc1cccc(NC(=O)C2CCCN2S(=O)(=O)c2ccc(Br)s2)c1 (centres undefined)
  89*, 98*

# Screens: PubChem BioAssay, The Scripps Research Institute Molecular Screening Center
